DT40 TDP1 CPT: growth inhibition of DT40 Tdp1-/-;hTDP1 cells with camptothecin (screen for TDP1 inhibitors) | Potency, µM (series often up to 46.2 µM), inactives show at the highest dose activity change, negative = growth inhibition, usual class: inhibitors | actives 12% (n = 420,000) | AID 686979 | chicken DT40 Tdp1-/-;hTDP1 cells + 20 nM CPT, ATP luminescence, 48 h; further: nearly all actives have a fitted effect of over 55% in size
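Cell growth measured by CellTiter-Glo luminescence after a minimum 48 h, 37 C compound exposure with 20 nM CPT in Tdp1-knockout DT40 cells stably expressing hTDP1, seeded 400/well; qHTS titration format.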
DT40 TDP1 no CPT: qHTS for Inhibitors of human tyrosyl-DNA phosphodiesterase 1 (TDP1): qHTS in cells in absence of CPT | Potency, µM (series often up to 46.2 µM), for the others: at the top dose activity change, negative = growth inhibition, hits mostly inhibitors | actives 15% (n = 420,000) | DT40 Tdp1-/- hTDP1 cells, no CPT, ATP luminescence, 48 h; further: nearly all actives have a fitted effect of over 55% in size
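Camptothecin absent (DMSO only). Human TDP1-complemented DT40 knockout cells, 400 cells/well, 37 °C for minimum 48 hr; ATP measured via CellTiter-Glo, 30 min dark incubation, luminescence.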
TDP1 inh: TDP1 (human) enzyme inhibition; actives 0.28% (n = 350,000); recombinant TDP1, AlphaScreen DNA substrate cleavage; Potency, µM (highest dose often 130 µM), for inactives: at the highest dose activity change, negative = inhibition, most hits filed as inhibitors; further: nearly all actives have a fitted effect of over 40% in size
Target sequence (Q9NUW8 whole entry, looked up): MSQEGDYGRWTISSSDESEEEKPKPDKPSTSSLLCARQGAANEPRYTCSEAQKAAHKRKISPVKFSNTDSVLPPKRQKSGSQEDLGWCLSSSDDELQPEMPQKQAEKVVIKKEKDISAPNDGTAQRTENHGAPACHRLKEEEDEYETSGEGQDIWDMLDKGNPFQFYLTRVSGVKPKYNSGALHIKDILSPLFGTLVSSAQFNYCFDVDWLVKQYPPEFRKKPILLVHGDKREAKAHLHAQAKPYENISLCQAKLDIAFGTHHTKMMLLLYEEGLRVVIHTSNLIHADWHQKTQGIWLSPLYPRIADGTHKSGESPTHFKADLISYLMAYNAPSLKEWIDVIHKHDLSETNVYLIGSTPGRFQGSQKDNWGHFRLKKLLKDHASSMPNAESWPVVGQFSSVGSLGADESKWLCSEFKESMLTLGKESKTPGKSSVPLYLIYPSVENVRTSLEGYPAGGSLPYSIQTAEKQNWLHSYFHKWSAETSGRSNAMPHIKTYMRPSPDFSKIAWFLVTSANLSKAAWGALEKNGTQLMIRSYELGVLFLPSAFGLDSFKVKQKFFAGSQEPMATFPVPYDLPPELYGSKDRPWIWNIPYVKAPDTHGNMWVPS
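Signal: AlphaScreen proximity between streptavidin donor and anti-FITC acceptor beads on intact substrate. Reaction: Tdp1 1 nM, substrate 15 nM final, 5 min RT after 15 min compound preincubation.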
* marks the source's active call; other numbers are inactive results; u = inconclusive; x = not tested or not shown; & = joins results of further samples; [ ] = remark or other dose. The call rests on the fitted dose curve; in most records, active means well fitted curve in the direction sought with a large enough effect; inconclusive means small, poorly fitted or top-dose-only effect, or another doubt; inactive means no such curve, though single readings can be large; an effect the other way counts as inactive or inconclusive. On the % scale 0 is the no-effect control and ±100 the full control effect; potency means the concentration at half of the fitted maximal effect.

SMILES | DT40 TDP1 CPT | DT40 TDP1 no CPT | TDP1 inh
COc1ccc(Oc2c(Cl)cnn(-c3ccc(F)cc3)c2=O)cc1 | u | u | 4.2%
S=C1NCCN1CC1CCN(CC2CCCC2)CC1 | u | -3.9% | x
COc1cccc(C(=O)NCC(C)(C)SCc2ccc(F)cc2)c1 | u | u | x
CCN(CC(=O)Nc1c(F)cccc1F)C(=O)c1ccc(S(=O)(=O)N2CCCC2)cc1 | -27.9% | u | 6.9%[0.505 µM]
Cc1noc(C)c1COC(=O)[C@@H](NC(=O)c1ccccc1Cl)C(C)C | -11.0% | -21.2% | 0.0%
CCCn1c(SCC(=O)O)nc2ccccc21 | -28.0% | -10.1% | 2.3%
O=C(Nc1cccc(F)c1)Nc1ccccn1 | -15.9% | -0.7% | 3.4%
Cc1nn(C)c(C)c1Sc1ccc(Br)cc1 | -24.9% | u | -4.0%
CC/C(=N/NC(=O)c1ccccc1)c1ccc(OCCN2CCOCC2)cc1 | 2.0% | -5.5% | -2.6%
COc1ccc(NC(=S)Nc2ccc(OCc3ccccc3)cc2)c(OC)c1 | 20.6µM* | 25.9µM* | 0.6%
CCCC(=O)Nc1nc2c(s1)CC(C(C)(C)C)CC2 (configuration not stated) | 18.4µM* | 20.6µM* | -2.9%
COc1ccc(C(=O)N(Cc2ccc(N(C)C)cc2)C2CCS(=O)(=O)C2)cc1 (configuration not stated) | -24.2% | -15.0% | 1.0%
Cc1cc(NS(=O)(=O)c2ccc(NC(=O)COc3ccc(Cl)c(C)c3)cc2)no1 | -0.9% | 3.1% | 4.7%
COc1ccc(CNC(=O)C2=CC(c3cccc(OC)c3)=NS(=O)(=O)N2C)cc1 | 8.2% | 8.8% | 2.9%
COc1ccccc1C1c2ccc3ccccc3c2Oc2ncn(CCN(C)C)c(=N)c21 (configuration not stated) | u | 16.4µM* | x
CC(=O)c1c(C)nc2ccc(Br)cc2c1-c1ccccc1 | u | u | 3.4%
O=C(Nc1ccc(C(F)(F)F)cc1)c1cccnc1N1CCOCC1 | -18.5% | u | 1.5%
CCOC(=O)N1CCN(Cc2ccccn2)CC1 | 0.8% | 0.7% | 1.0%
O=c1[nH]c(NCCO)nc2ncn(Cc3ccccc3)c12 | 2.3% | -8.6% | 2.6%
O=C(Nc1cc(S(=O)(=O)N2CCOCC2)ccc1N1CCCC1)c1cc(=O)[nH]c2ccccc12 | -2.7% | -2.0% | 5.0%
CCOC(=O)c1ccc(NC(=O)c2cc3c(s2)CCC3)cc1 | 7.8% | u | x
COc1ccc(Br)cc1[C@H]1[C@@H]2C=CCC[C@@]2(C)C(=O)N1Cc1ccccc1 | u | u | 1.2%
CCOc1ccc2nc(NC(=O)Cn3[nH]c(=O)c4ccccc4c3=O)sc2c1 | 23.1µM* | 23.1µM* | 5.5%
O=C(CSC1=Nc2ccccc2C2=NC(Cc3ccccc3)C(=O)N12)Nc1ccccc1C(F)(F)F (configuration not stated) | u | 25.9µM* | 6.2%
CC(C)OC(=O)c1c(NC(=O)c2ccco2)sc2c1CCCC2 | -1.9% | 2.4% | 0.0%
SMILES | DT40 TDP1 CPT | DT40 TDP1 no CPT | TDP1 inh
COCCOCCOCCC(=O)NC1CC2CCC1(C)C2(C)C (configuration not stated) | -19.7% | -9.6% | 5.0%
COc1cc(Cl)cc(C2NC(=S)NC(c3ccccc3)=C2C(C)=O)c1OCC(=O)O (configuration not stated) | 3.9% | -9.8% | x
COc1ccc2c(c1)c1c(c(=O)n(Cc3ccccc3)c(=O)n1Cc1ccccc1)n2C | -16.6% | -1.4% | 2.8%
CCc1cccc(NC(=O)CCNS(=O)(=O)c2cccc3nonc23)c1 | 6.6%&-5.7% | -3.7%&-13.4% | 5.3%&2.9%
COc1ccc2[nH]c3c(c2c1)CCN1C(=O)C(CC(=O)NCCc2ccccn2)C[C@H](C(=O)N2CCCCC2)[C@@]31C (some centres not stated) | -20.0% | -19.0% | 0.6%[56.1 µM]
NC(=O)C1CCN(Cc2nc3cc(Cl)ccc3c(=O)[nH]2)CC1 | -10.5% | -11.6% | -2.0%
CCOC(=O)C1(CC2CC2)CCN(C(=O)c2cc(OC)nc3ccccc23)CC1 | u | u | 1.2%
Cc1ccc(F)cc1NC(=O)c1cccc(N(C)C)c1 | 4.8% | -1.6% | 4.0%
Cc1nc2ccccc2n1C(C)c1nc2ccccc2n1CC(=O)c1ccc(OC(F)(F)F)cc1 (configuration not stated) | u | u | x
CC(OC(=O)C1CCN(S(=O)(=O)c2ccc3c(c2)OCCO3)CC1)C(=O)NC1(C#N)CCCCC1 (configuration not stated) | -20.8% | 0.3% | x
CCN1CCN(Cc2ccc(NC(=O)c3ccc(C)c(NC(=O)c4cc(-c5ccc(Br)cc5)n[nH]4)c3)cc2C(F)(F)F)CC1 | u | u | 6.2%
CCC(CO)Nc1ncnc2onc(-c3ccc(F)cc3)c12 (configuration not stated) | 9.2% | -21.2% | x
Cc1c(-c2ccc(Cl)cc2)c(=O)oc2c(CN3CCOCC3)c(O)ccc12 | u | 20.6µM* | -8.1%
O=C(COc1ccccc1)NCC(=O)N1CCCC1 | 15.8% | -13.5% | 11.8%
O=C(Cn1cc(S(=O)(=O)Cc2ccccc2F)c2ccccc21)Nc1ccc(F)c(Cl)c1 | u | u | 7.5%
CCc1c(O)nc(SCc2ccc(F)cc2)[nH]c1=O | -2.2% | 6.3% | x
c1ccc(N2CCN(c3nc4ccccc4[nH]3)CC2)nc1 | 11.2% | -28.9% | 1.2%
NS(=O)(=O)c1ccc(NC(=S)NCc2ccc3c(c2)OCO3)cc1 | -20.1% | u | x
Cc1nnc(SCc2nnc(-c3cccs3)o2)n1Cc1ccccc1 | 2.7% | 1.4% | 0.0%
O=C(O)/C=C/C(=O)Nc1ccccc1-c1ccccc1 | 8.2µM* | 10.3µM* | -2.1%
COC(=O)c1cc2oc3ccccc3c2n1Cc1ccccc1Cl | 19.7% | -5.7% | 3.9%
CCN(CC)c1ccc(S(=O)(=O)N2CCOCC2)cc1NC(=O)CSc1n[nH]c(N)n1 | u | u | -2.5%
CCOc1ccc(S(=O)(=O)N/N=C\c2ccc3c(c2)OCO3)cc1 | -28.1% | -23.8% | 3.2%
O=C(CC1C(=O)NCCN1C(=O)Nc1ccc(C(F)(F)F)cc1)Nc1ccc(F)cc1 (configuration not stated) | u | u | x
Cc1c(NP(=O)(c2ccc(Br)cc2)c2ccc(Br)cc2)c(=O)n(-c2ccccc2)n1C | u | u | 0.0%

Complete entries, looked up by structure.
Entry for COc1ccc2[nH]c3c(c2c1)CCN1C(=O)C(CC(=O)NCCc2ccccn2)C[C@H](C(=O)N2CCCCC2)[C@@]31C (some centres not stated) = DT40 TDP1 CPT = -20.0%; DT40 TDP1 no CPT = -19.0%; TDP1 inh = 0.6%[56.1 µM]
Entry for c1ccc(N2CCN(c3nc4ccccc4[nH]3)CC2)nc1 = DT40 TDP1 CPT = 11.2%; DT40 TDP1 no CPT = -28.9%; TDP1 inh = 1.2%

Going on with the list.
SMILES | DT40 TDP1 CPT | DT40 TDP1 no CPT | TDP1 inh
COc1ccc(Cn2cc(CN3CC(N(C)C)CS3(=O)=O)nn2)cc1 (configuration not stated) | -8.8% | -0.3% | x
O=C(c1ccc2c3c(cccc13)CC2)C1CCCN(C(=O)c2ccc[n+]([O-])c2)C1 (configuration not stated) | 2.9% | 8.3% | 2.4%
CCC(c1nc2ccccc2c(=O)n1CCN1CCOCC1)N1C(=O)c2ccccc2C1=O (configuration not stated) | -4.1% | -7.2% | 0.0%
COc1ccc(NC(=O)c2nn(C)c3c2CS(=O)(=O)c2ccccc2-3)cc1Cl | u | -28.9% | -1.3%
COc1ccc(S(=O)(=O)NCc2cccnc2)cc1C(=O)Nc1ccccc1 | 2.2% | -16.6% | 2.8%
CCCCn1c(SCC(=O)Nc2cc(C)on2)nnc1-c1cccnc1 | 7.8% | 1.5% | 5.6%
CNc1nc(Cl)nc(NC(C)(C)C)n1 | -10.2% | -15.8% | 2.0%
COc1ccc(CCn2c(C)cc(C(=O)CSc3nnnn3-c3ccccc3)c2C)cc1 | -22.0% | -24.2% | 2.0%
Cc1cccc(N(CC(=O)Nc2ccccc2-c2ccccc2)S(=O)(=O)c2ccccc2)c1C | u | 23.1µM* | 0.0%
CCCC(c1nnnn1Cc1ccccc1)N1CCN(c2ccccc2OC)CC1 (configuration not stated) | u | u | 2.1%
COc1ccccc1CNC(=O)c1cc2c(-c3ccc(Cl)cc3)nn(C)c2s1 | u | u | u
CC(C)(C)Cc1c(C2CCCCC2)nc2ccc(Br)cn12 | u | -19.5% | x
CN(C)c1ccc(/C=C/c2sc3ccccc3[n+]2CCCCI)cc1 | 0.562µM* | 0.708µM* | x
CC(=O)c1ccc(NC(=O)CNc2cc(S(=O)(=O)N3CCOCC3)ccc2N2CCCC2)cc1 | 16.4µM* | 25.9µM* | 2.8%
COc1ccc(CCNC(=O)C(C)n2nc(C)c3sc4ccccc4c3c2=O)cc1OC (configuration not stated) | 14.6µM* | 18.4µM* | -8.6%
O=C(CSc1c2c(nc3cc(Cl)ccc13)CCCC2)NCCCN1CCOCC1 | u | u | 5.8%
COc1ccc(/C=C/c2cc(C(F)(F)F)on2)cc1 | -6.8% | 0.6% | x
O=C(Nc1ccc(F)cc1F)c1cc2nc(-c3ccco3)cc(C(F)(F)Cl)n2n1 | -3.9% | -9.1% | 0.0%
COc1cccc(CN(CC(=O)NCc2ccc(F)cc2)C(=O)c2ccco2)c1 | 2.0% | -5.9% | -12.6%
CCN1C(=O)c2cccc3c(S(=O)(=O)Nc4ccccn4)ccc1c23 | u | u | 5.2%
CC(OC(=O)Cn1[nH]c(=O)c2ccccc2c1=O)C(=O)Nc1ccccc1[N+](=O)[O-] (configuration not stated) | -11.0% | -2.0% | x
COc1ccc(C(=O)/C=C/c2ccc(O)cc2)c2c1CC(O)C(C)(C)O2 (configuration not stated) | u | 16.4µM* | 4.8%
CC[C@@]12C(=O)N(c3cccc(Br)c3)C(=O)N1[C@H](c1ccc(F)cc1)[C@@H]1C(=O)N(C3CCCCC3)C(=O)[C@@H]12 | u | u | 2.0%
COc1ccc(CN2COc3ccc4c(oc(=O)c5ccccc54)c3C2)cc1OC | -14.8% | -7.9% | 4.9%
Cc1ccc(NC(=O)CSc2nc3c(c(=O)n(C)c(=O)n3C)n2C)cc1 | u | -26.7% | 2.3%

Among those listed so far, these have a COOH group.
SMILES | DT40 TDP1 CPT | DT40 TDP1 no CPT | TDP1 inh
CCCn1c(SCC(=O)O)nc2ccccc21 | -28.0% | -10.1% | 2.3%
COc1cc(Cl)cc(C2NC(=S)NC(c3ccccc3)=C2C(C)=O)c1OCC(=O)O (configuration not stated) | 3.9% | -9.8% | x
O=C(O)/C=C/C(=O)Nc1ccccc1-c1ccccc1 | 8.2µM* | 10.3µM* | -2.1%

Next section.
SMILES | DT40 TDP1 CPT | DT40 TDP1 no CPT | TDP1 inh
C=C1C(=O)c2sccc2C(c2ccc(OC)c(OC)c2)C1COC(C)=O (configuration not stated) | 0.517µM* | 0.231µM* | x
COC(=O)CCC(=O)NC(=S)Nc1ccc(S(=O)(=O)Nc2cc(C)on2)cc1 | -2.7% | 16.1% | 2.4%
Cc1ccc(Nc2ncnc3nc[nH]c23)cc1Cl | -23.1% | -22.6% | -1.3%
COc1ccc(C(C)=O)cc1OCc1ccccc1 | 5.3% | u | x
COc1ccccc1CNC(=O)c1ccc(Br)o1 | -2.0% | 0.8% | 3.1%&-2.6%
COc1ccc(Cn2cc(S(=O)(=O)c3ccc(C)cc3)c(=O)c3cc(F)ccc32)cc1 | -23.5% | -12.9% | 1.3%
COc1cccc(N2CCN(C(=O)CN3C(=O)NC(C)(c4ccc5ccccc5c4)C3=O)CC2)c1 (configuration not stated) | 13µM* | 16.4µM* | x
CCCS(=O)(=O)NCc1c(C)ncc2c1CCN(C(=O)c1cccc(C(F)(F)F)c1)C2 | 4.2%[9.04 µM] | -8.8% | x
Cc1nc2scc(C)n2c(=O)c1S(=O)(=O)N1CCN(c2cccc(C(F)(F)F)c2)CC1 | -19.8%&-22.8% | u | -0.5%
Cc1nc2sccn2c(=O)c1S(=O)(=O)NCC(C)c1ccccc1 (configuration not stated) | -9.9% | -15.0% | x
CCCCNC(=O)C1CCCN(S(=O)(=O)c2c(C)noc2/C=C/c2cccs2)C1 (configuration not stated) | u | 13µM* | x
Cn1nc(-c2ccc(Cl)cc2)c2cc(C(=O)NCCN3CCOCC3)sc21 | -22.3% | u | 9.2%
CCCCc1c(-c2ccccc2OC)ncn1CCc1ccccc1OC | 11.6µM* | 8.2µM* | x
CC1Sc2ccc(S(=O)(=O)CCC(=O)NC(C)c3ccccc3)cc2NC1=O (configuration not stated) | -16.8% | -5.4% | -18.9%
O=C1CCCc2c1nc(-c1cccc(Cl)c1)n2O | -22.1% | -24.8% | 4.9%

Compound activity: PubChem, National Center for Advancing Translational Sciences (NCATS)
